D2 agonist – agonists of human D2 dopamine receptor. P14416. activation, % at 2 µM. HEK293 T-REx D2 cells, calcium flux agonist mode. 340,000 compounds, 0.53% hits;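 active means activation over 3 SD above normal in the single-dose calcium agonist read, cut at about 30% in these data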; further: 0% is about no effect
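Agonism scored from kinetic calcium signal (1 read/sec, 180 s) following compound pin transfer, after a 10 s baseline. Cells: HEK293 Trex line expressing inducible D2 receptor coupled to calcium, dye-loaded after overnight culture at 30 C.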
TrxR1 substrate – rat thioredoxin reductase 1 substrate activity; O89049; purified TrxR1 substrate turnover, NADPH consumption readout; Potency, µM (top dose mostly 114 µM), inactives show at the highest dose activity change, negative = substrate turnover; 390,000 compounds, 0.01% hits; further: potency means the concentration at half of the fitted maximal effect; on the % scale 0 is the no-effect control and ±100 the full control effect; nearly all actives have a fitted effect of over 50% in size
Target sequence (O89049 whole entry, looked up): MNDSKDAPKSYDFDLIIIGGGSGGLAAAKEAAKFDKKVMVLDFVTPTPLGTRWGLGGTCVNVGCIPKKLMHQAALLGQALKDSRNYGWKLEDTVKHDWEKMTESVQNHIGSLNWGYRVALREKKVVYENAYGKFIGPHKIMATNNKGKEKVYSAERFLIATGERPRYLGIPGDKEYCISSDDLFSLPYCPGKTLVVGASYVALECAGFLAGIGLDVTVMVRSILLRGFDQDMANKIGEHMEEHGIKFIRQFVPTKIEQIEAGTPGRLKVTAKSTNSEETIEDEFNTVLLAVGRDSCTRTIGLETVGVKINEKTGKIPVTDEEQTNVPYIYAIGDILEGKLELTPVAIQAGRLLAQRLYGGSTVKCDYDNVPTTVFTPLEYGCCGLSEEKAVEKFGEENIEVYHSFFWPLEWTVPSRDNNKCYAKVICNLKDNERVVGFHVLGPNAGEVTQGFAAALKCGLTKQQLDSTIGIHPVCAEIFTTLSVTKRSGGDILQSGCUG
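Rat TrxR1, dispensed at 90 nM, was prereduced with 400 uM NADPH (final) for 5 min at ~22 deg C, then incubated with compound 15 min before 400 uM selenite. A first-read NADPH fluorescence drop versus no-compound background flagged substrates.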
TRHR enhancer – allosteric enhancers of human TRH receptor | 360,000 compounds, 0.66% hits | P34981 | TRHR cells, fluo-8 calcium fluorescence, EC20 TRH enhancement | enhancement, % at 2 µM; in the data active means enhancement above about 30%; further: 0% is about no effect
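TRHR-expressing cells loaded with fluo-8 calcium dye were read kinetically (ex 480/em 530) during compound addition, then stimulated with an EC20 of TRH (10 nM final). Enhancement of the Gq-mediated intracellular calcium response was scored.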
TRHR agonist – TRH receptor (human) agonism; TRHR cells, calcium flux fluo-8, FDSS agonist mode; activation, % at 2 µM; 360,000 compounds, 0.18% hits; in the data active means activation above about 30%; further: 0% is about no effect
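TRHR-expressing cells, plated overnight in medium with 10% serum, were loaded with fluo-8 calcium dye at room temperature. After a 10 s baseline, library compound was pin-added and calcium release was recorded kinetically (ex 480/em 530) as agonist response.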
D2 antag – D2 dopamine receptor (human) antagonism. 340,000 compounds, 2% hits. inhibition, % at 10 µM. HEK293 TREx D2 cells, calcium flux, dopamine EC80; in the data active means inhibition above about 30%; further: 0% is about no effect
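Antagonism is scored as inhibition of an EC80 dopamine-evoked calcium signal in a force-coupled, tetracycline-inducible HEK293 T-REx D2 line, with compound present 180 s before agonist.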
mIDH1 inhibitor – blocks human mutant IDH1 R132H enzyme. O75874. IDH1-R132H enzyme, NADPH consumption, diaphorase/resazurin fluorescence. Potency, µM (doses to about 76.6 µM), inactives show at the highest dose activity change, negative = inhibition, usual class: inhibitors. 390,000 compounds, 0.093% hits. AID 602179; further: potency means the concentration at half of the fitted maximal effect; on the % scale 0 is the no-effect control and ±100 the full control effect; nearly all actives have a fitted effect of over 65% in size
Target sequence (O75874 whole entry R132H, stated change not applied): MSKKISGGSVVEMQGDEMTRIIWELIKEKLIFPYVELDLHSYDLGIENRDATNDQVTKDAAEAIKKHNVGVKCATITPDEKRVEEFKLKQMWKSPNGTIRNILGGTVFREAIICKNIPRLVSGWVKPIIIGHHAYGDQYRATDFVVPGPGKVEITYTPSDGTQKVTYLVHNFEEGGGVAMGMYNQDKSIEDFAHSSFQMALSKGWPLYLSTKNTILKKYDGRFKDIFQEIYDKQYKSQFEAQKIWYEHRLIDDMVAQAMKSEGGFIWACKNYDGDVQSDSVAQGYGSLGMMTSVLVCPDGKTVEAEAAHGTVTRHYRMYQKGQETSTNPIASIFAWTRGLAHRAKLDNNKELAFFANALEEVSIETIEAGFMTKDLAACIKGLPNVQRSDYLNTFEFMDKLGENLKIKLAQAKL
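IDH1-R132H (0.5 ug/mL) preincubated 30 min with compound, then NADPH (0.016 mM) and alpha-KG (2 mM) added; 80 min at RT, pH 7.5. Remaining NADPH coupled via diaphorase/resazurin to fluorescence (540/590 nm); concentration-response curves normalized to no-enzyme control.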
USP1-UAF1 inh – blocks the human USP1/UAF1 deubiquitinase complex; O94782; recombinant USP1/UAF1, Ub-Rhodamine cleavage fluorescence; Potency, µM (doses to about 57.1 µM), for inactives: at the highest dose activity change, negative = inhibition, hits mostly inhibitors; 390,000 compounds, 0.23% hits; further: potency means the concentration at half of the fitted maximal effect; on the % scale 0 is the no-effect control and ±100 the full control effect; nearly all actives have a fitted effect of over 60% in size; inactives centre near -12
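In this screen, compounds sit with the deubiquitinase complex (1nM) for 15 min at room temperature before Ub-Rho is added at 150nM final. Fluorescence rise is then followed for 6 reads every 60 seconds.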
Pin1 inhibitor – inhibitors of human Pin1 | Q13526 | Pin1 FP peptide displacement, HiFluor488, 10 min | Potency, µM (top dose mostly 115 µM), without a hit: at the top dose activity, negative = inhibition, most hits filed as inhibitors | 390,000 compounds, 0.009% hits | AID 504891; active means well fitted inhibition curve with a large enough effect in the polarisation, with a control signal flat, not every such curve was filed as active; inconclusive means small, poorly fitted or top-dose-only effect, or effect the other way, or a change in a side signal; inactive means no such curve, though single readings can be large or run the other way; the % refers to the polarisation; further: potency means the concentration at half of the fitted maximal effect; on the % scale 0 is the no-effect control and ±100 the full control effect
Target sequence (Q13526 whole entry, looked up): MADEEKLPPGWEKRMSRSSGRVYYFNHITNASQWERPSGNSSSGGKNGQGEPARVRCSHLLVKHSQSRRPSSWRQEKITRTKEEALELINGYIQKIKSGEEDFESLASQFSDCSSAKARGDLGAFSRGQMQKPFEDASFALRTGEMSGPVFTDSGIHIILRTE
TrxR1 inh – rat TrxR1 inhibition; O89049; Potency, µM (highest dose often 114 µM), inactives show at the top dose activity change, negative = inhibition, hits mostly inhibitors; recombinant rTrxR1, NADPH fluorescence consumption, selenite substrate; 390,000 compounds, 1% hits; further: potency means the concentration at half of the fitted maximal effect; on the % scale 0 is the no-effect control and ±100 the full control effect; nearly all actives have a fitted effect of over 65% in size
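Rat TrxR1 (90 nM in the dispensed reagent) was pre-reduced with 400 uM NADPH for 5 min at room temperature, then incubated with compound for 15 min. After 400 uM selenite was added, NADPH fluorescence (Ex 340/Em 450 nm) was followed for 8 min.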
Numbers without * were called inactive; ? = inconclusive; nt = no result given; & = joins results of further samples; [ ] = another dose, or the depositor's remark. Unless noted, the call rests on the fitted dose curve; in most records, active means well fitted inhibition curve with a large enough effect; inconclusive means small, poorly fitted or top-dose-only effect; inactive means no such curve, though single readings can be large or run the other way. Some of the compounds tested, so the mix of outcomes need not match the whole.

SMILES	D2 agonist	TrxR1 substrate	TRHR enhancer	TRHR agonist	D2 antag	mIDH1 inhibitor	USP1-UAF1 inh	Pin1 inhibitor	TrxR1 inh
O=C(c1cc([N+](=O)[O-])ccc1N1CCCC1)N1CCCC1	0.4	-3.2%[57.1 µM]	-3.3	-0.9	5.6	-2.3%	-14.3%	-2.0%	3.6%[57.1 µM]
COc1ccc(CCNC(=O)C2CCC(=O)N(CC3CCCCC3)C2)cc1 (stereo not drawn)	0.7	-10.4%	-8.6	-0.2	0.5	6.8%	-1.3%	-1.0%	-7.6%
COc1ccc(CC(=O)Oc2ccc(Cl)cc2Br)cc1S(=O)(=O)N1CCOCC1	-0.3	-5.0%	13.3	0.2	-11.2	18.4%	-4.4%	-7.1%	8.7%
CN(C)/C=C\C(=C/C(=O)C(F)(F)F)Nc1ccccc1Oc1ccccc1	0.2	-6.5%	2.5	-1.2	2.9	-6.2%	-8.4%	4.5%	-4.0%
O=C(NNS(=O)(=O)c1ccc([N+](=O)[O-])cc1)C1CCCCC1	-0.1	-4.1%	2.0	0.5	-9.9	-24.3%	-11.3%	-4.3%	-0.4%
CCOc1ccc(S(=O)(=O)NCCC(=O)NCCc2ccc(OCC)c(OCC)c2)cc1	-0.2	-5.3%	3.3	-0.8	9.2	7.4%	-21.0%	-3.2%	-2.7%
CC(=O)c1ccc(OCC(=O)c2cc(C)n(-c3ccc4c(c3)OCO4)c2C)cc1	-1.3	-9.1%	-5.1	-0.6	-0.4	-0.2%	-6.1%	-9.7%	-10.1%
CN1CCN(C(=O)CCC(=O)c2ccc(F)cc2)CC1	nt	8.2%	-0.2	0.2	nt	-1.0%	4.9%	1.6%	-6.4%[57.1 µM]
CCn1c(C)nc2cc(C(=O)N/N=C/c3ccc(N4CCOCC4)cc3)ccc21	0.9	-0.3%[57.1 µM]	-2.5	0.6	-4.2	2.4%	-15.5%	54.8%[activator]	-56.5%
CCC(CC)C(=O)Nc1cccc(C(=O)NCc2ccco2)c1	-0.5	9.1%	0.5	0.1	2.6	4.4%	-6.6%	0.5%	?
Cc1ccc(/C=C/C(=O)Nc2ccc(S(=O)(=O)Nc3cc(C)nc(C)n3)cc2)cc1	-0.7	-5.5%[57.1 µM]	-6.8	0.6	-0.3	-6.2%	-8.3%	4.0%	-10.3%[57.1 µM]
CCOc1cc(/C=C2\C(=O)N(CCc3ccc(OC)c(OC)c3)C(C)=C2C(=O)OC)ccc1O	-0.7	-3.8%	2.0	-1.9	-2.7	3.8%	-16.9%	2.8%	?
CCOC(=O)c1cc(S(=O)(=O)N2CCN(c3ccccc3OC)CC2)cn1C	nt	2.5%	-1.1	-0.9	nt	18.8%	-23.8%	-2.3%	22.1%
O=C(CN1CCC(c2nc3ccccc3s2)CC1)N1CCCCC1	-0.4	2.7%	-5.9	0.0	-16.5	-0.3%	-18.2%	0.6%	10.8%
COC(=O)c1[nH]c2cc(OC)c(OC)cc2c1NC(=O)CN1C[C@H]2C[C@@H](C1)c1cccc(=O)n1C2	0.0	74.8%[activator]	1.6	-0.1	-1.6	-1.1%	-27.7%	-1.0%	21.4%

In the list so far, 6 have nitrogen in an aromatic ring:
SMILES	D2 agonist	TrxR1 substrate	TRHR enhancer	TRHR agonist	D2 antag	mIDH1 inhibitor	USP1-UAF1 inh	Pin1 inhibitor	TrxR1 inh
CC(=O)c1ccc(OCC(=O)c2cc(C)n(-c3ccc4c(c3)OCO4)c2C)cc1	-1.3	-9.1%	-5.1	-0.6	-0.4	-0.2%	-6.1%	-9.7%	-10.1%
CCn1c(C)nc2cc(C(=O)N/N=C/c3ccc(N4CCOCC4)cc3)ccc21	0.9	-0.3%[57.1 µM]	-2.5	0.6	-4.2	2.4%	-15.5%	54.8%[activator]	-56.5%
Cc1ccc(/C=C/C(=O)Nc2ccc(S(=O)(=O)Nc3cc(C)nc(C)n3)cc2)cc1	-0.7	-5.5%[57.1 µM]	-6.8	0.6	-0.3	-6.2%	-8.3%	4.0%	-10.3%[57.1 µM]
CCOC(=O)c1cc(S(=O)(=O)N2CCN(c3ccccc3OC)CC2)cn1C	nt	2.5%	-1.1	-0.9	nt	18.8%	-23.8%	-2.3%	22.1%
O=C(CN1CCC(c2nc3ccccc3s2)CC1)N1CCCCC1	-0.4	2.7%	-5.9	0.0	-16.5	-0.3%	-18.2%	0.6%	10.8%
COC(=O)c1[nH]c2cc(OC)c(OC)cc2c1NC(=O)CN1C[C@H]2C[C@@H](C1)c1cccc(=O)n1C2	0.0	74.8%[activator]	1.6	-0.1	-1.6	-1.1%	-27.7%	-1.0%	21.4%

(listing goes on)
SMILES	D2 agonist	TrxR1 substrate	TRHR enhancer	TRHR agonist	D2 antag	mIDH1 inhibitor	USP1-UAF1 inh	Pin1 inhibitor	TrxR1 inh
C=CCn1c2ccccc2c2nnc(SCCN3CCCCC3)nc21	-0.4	1.0%	7.5	-0.3	-3.1	4.7%	-4.5%	3.3%	17.6%
COc1ccccc1N(Cc1ccccc1)S(=O)(=O)c1cccc(C(=O)O)c1	0.6	5.2%[57.1 µM]	1.9	0.0	-11.9	-2.8%	-15.8%	-8.0%	-4.0%[57.1 µM]
COc1cc(C(C)=O)ccc1Oc1cnccn1	0.1	-8.6%	2.1	0.5	2.3	3.1%	?	0.6%	17.6%[57.1 µM]
Cc1ccc(S(=O)(=O)Nc2ccccc2N2CCCCC2)cc1	nt	-0.5%	nt	nt	nt	27.9%	-29.3%	-1.5%	16.2%
CCOC(=O)CC1C(=O)NCCN1c1nc2ccc(C)cn2c(=O)c1/C=C1\SC(=S)N(C(C)CC)C1=O (stereo not drawn)	72.7*	nt	13.3	105.2*	31.8*	nt	nt	nt	nt
O=C1CCC(=O)N1OCCCOc1ccc(Br)cc1Cl	0.7	-7.0%	8.2	0.1	-15.2	2.5%	-18.6%	-2.6%	3.7%[57.1 µM]
COc1ccc(OCC(=O)C2CC2)c(C#N)c1	1.6	-1.3%	6.4	-0.1	9.2	12.9%	-15.4%	-6.7%	28.0%
COc1cccc(C(=O)CN(C(=O)c2ccc(Cl)cc2Cl)N2C(=O)c3ccccc3C2=O)c1	-0.1	-15.9%	-7.0	2.4	1.6	8.1%	-0.8%	0.1%	-3.7%
Cn1c(N)c(C(=O)COC(=O)Cc2ccc(Cl)cc2)c(=O)n(C)c1=O	nt	-4.1%	-0.4	0.4	nt	11.4%	-14.8%	-8.1%	-4.2%
COc1ccc(OC)c(S(=O)(=O)NC(C)(C)C)c1	0.3	5.9%	-1.9	0.2	-7.6	3.2%	-7.9%	-5.9%	26.2%
CCOC(=O)C1=C(C)N(Cc2ccccc2)C(=O)NC1c1ccc(OC)cc1 (stereo not drawn)	1.2	-6.4%	1.7	-0.6	-7.5	1.4%	-14.2%	-2.4%	-2.6%
COc1ccc(C(CNC(=O)COc2ccc([N+](=O)[O-])cc2)N2CCCCC2)cc1 (stereo not drawn)	0.1	-4.0%	-21.3	-0.1	1.4	3.8%	-11.4%	-17.1%	8.5%
CCCCn1c(-c2ccc(OC)cc2)nc2c(=O)n(C)c(=O)[nH]c21	1.1	305.1%[activator]	1.4	1.3	10.0	17.5%	-15.9%	3.3%	72.1%[activator]
O=C(NCC1CCCO1)C1CCN(c2ccc(S(=O)(=O)N3CCCC3)cc2)CC1 (stereo not drawn)	1.1	2.8%	9.7	0.5	4.5	7.5%	-13.0%	0.1%	11.6%
CC(=O)c1ccc(NC(=O)c2noc(C)c2[N+](=O)[O-])cc1	nt	16.4%	9.0	2.2	nt	-2.0%	-10.1%	61.8%[activator]	25.2%
CC(NS(=O)(=O)c1ccccc1)C(c1cccs1)N1CCN(C)CC1 (stereo not drawn)	0.4	-0.7%	-4.6	-0.1	-2.4	-0.9%	-15.2%	1.9%	6.2%
Clc1ccc(-c2ccc(C=Nc3ccc(N4CCOCC4)cc3)o2)c(Cl)c1	0.3	-3.3%[57.1 µM]	3.3	-1.4	-27.3	9.6%	-24.5%	1.1%	11.4%[57.1 µM]
O=NC1=C(c2c(O)[nH]c3ccccc23)CCCC1	0.7	10.8%	0.2	0.7	3.2	0.2%	-17.5%	3.7%	20.0%
COc1ccc(OC)c(S(=O)(=O)Nc2cccc(-c3ccc(N4CCCCC4)nn3)c2)c1	-0.9	4.2%[57.1 µM]	-2.5	-0.6	nt	15.0%	-19.3%	0.0%	12.6%[57.1 µM]
N#Cc1ccccc1OCC(=O)Nc1ccc(N2CCOCC2)cc1N1CCOCC1	0.2	2.9%	8.9	1.4	22.2	3.5%	-7.2%	6.7%	12.8%
CCCCN(C(=O)c1cc2c(s1)CCC2)c1c(N)n(CC(C)C)c(=O)[nH]c1=O	0.3	-1.8%	-0.3	0.4	16.2	-2.0%	-8.4%	?	-17.4%
CC(=O)Nc1cc(C(=O)N2CCN(C)CC2)ccc1Sc1ccc(C)cc1	1.2	6.5%	10.6	1.2	-12.6	2.8%	-8.2%	-1.3%	18.5%
COc1cc(NC(=S)NC(C)=O)ccc1NC(=O)C(C)C	1.6	-2.7%	3.6	0.4	8.6	0.8%	1.5%	7.9%	-10.0%
c1ccc(CO/N=C(\c2ccc(C3CC3)nc2)C2CC2)cc1	0.5	4.9%	-2.8	0.1	-5.8	1.1%	-27.0%	-1.7%	15.5%
CN(C)S(=O)(=O)c1cccc(C(=O)N2CCN(Cc3ccccc3)CC2)c1	0.6	4.6%	1.2	-0.1	-0.2	7.3%	-8.7%	-1.1%	-18.7%
Cc1nc2scc(C)n2c(=O)c1S(=O)(=O)NCc1ccccc1Cl	1.3&-0.3	48.0%&68.2%[activator]	-23.4&1.4	-0.4&-0.3	4.1	-6.7%&1.0%	?	-1.7%&1.9%	3.4%&-15.8%
Nc1ccc(Nc2ccccc2)c(S(=O)(=O)O)c1	-0.2	232.8%[activator]	10.7	-0.2	-3.6	2.3%	-18.9%	-9.0%	28.8%
CC(Sc1nnc(-c2ccc(C(C)(C)C)cc2)n1C)C(N)=O (stereo not drawn)	-0.5	-8.0%	5.8	0.3	-18.5	0.0%	-20.5%	1.0%	-7.7%

Screening data deposited in PubChem BioAssay by National Center for Advancing Translational Sciences (NCATS).
